Bioassay records: PubChem BioAssay, several laboratories
MsrA inhibitor = inhibitors of bovine MsrA | purified bovine MsrA, absorbance read-out | inhibition, % at 15.5 µM | 360,000 tested, 0.75% active; in the data active = inhibition above about 4.5%;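 note: 0% = vehicle wells with enzyme and 100% = reference inhibitor wells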
DNMT1 block = inhibitors of human DNMT1. inhibition (reported as % activation of signal), % at 10 µM. DNMT1 molecular beacon, Hinp1I cleavage, fluorescence. P26358. 360,000 tested, 0.83% active; in the data active = inhibition above about 50%
Scp1 inh = inhibitors of human Scp-1 phosphatase; Recombinant Scp1, phosphopeptide, malachite green phosphate absorbance; Q9GZU7; inhibition, % at 20 µM; AID 493091; 340,000 tested, 0.88% active;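 active = inhibition above about 50% at 20 µM, limit read from the data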;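 note: plate controls were DMSO wells with enzyme for no effect and wells lacking enzyme for full effect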
Target sequence (Q9GZU7 76-261 limits assumed): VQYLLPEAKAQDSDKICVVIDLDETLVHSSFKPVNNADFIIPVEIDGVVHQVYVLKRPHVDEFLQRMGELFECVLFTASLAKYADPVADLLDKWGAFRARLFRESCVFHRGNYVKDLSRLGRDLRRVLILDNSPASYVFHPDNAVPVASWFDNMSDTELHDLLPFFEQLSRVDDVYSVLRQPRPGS
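Times: enzyme reaction 45 min at room temperature, colour 5 min, stabilisation 30 min. Material: SCP-1 catalytic fragment, aa 76-261. Medium: Acidic Tris acetate buffer with magnesium and detergent. Signal: colorimetric free-phosphate detection, absorbance 630 nm. Read-out basis: % inhibition of SCP-1 phosphate liberation. Reagent: Phosphorylated 17-residue peptide substrate.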
NadD block = NadD (S. aureus) enzyme inhibition; purified NadD enzyme, colorimetric absorbance read-out; inhibition, % at 20 µM; 360,000 tested, 0.78% active; AID 602399; in the data active = inhibition above about 26%; note: some compounds past the cut are filed as inactive
LMPTP inh = LMPTP (human) inhibition; P24666; recombinant LMPTP-A, OMFP fluorogenic substrate, fluorescence intensity; inhibition, % at 20 µM; 360,000 tested, 0.22% active;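 active = compounds that cut the enzyme signal by at least half of the control window in the single-dose screen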;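 note: plate controls were DMSO wells with enzyme plus substrate for no effect and substrate without enzyme for full effect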
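material = LMPTP-A | quantity = 0.625 nM enzyme | reagent = OMFP substrate, 400 µM final | buffer or medium = Bis-Tris pH 6.0, DTT, detergent | detection = endpoint fluorescence intensity from OMFP dephosphorylation | dosing = single 20 µM dose | read-out basis = % inhibition relative to no-enzyme and uninhibited control wells | control set = no-enzyme and uninhibited controls | timing = 50 min at room temperature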
CSN deneddyl inh = inhibitors of human CSN-mediated cullin deneddylation; 360,000 tested, 0.38% active; Purified CSN, SCF-Nedd8-OG deneddylation, fluorescence polarization; Q92905; inhibition, % at 12.5 µM;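 active = pattern-corrected inhibition above about 35%, with an unprinted fluorescence ratio check between 0.5 and 1.5, limit read from the data, passing the limit was not always enough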;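 note: 0% = enzyme with substrate and 100% = substrate without enzyme; some results filed as inactive read as strong as hits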
Target sequence (Q92905 whole entry, looked up, one chain of several): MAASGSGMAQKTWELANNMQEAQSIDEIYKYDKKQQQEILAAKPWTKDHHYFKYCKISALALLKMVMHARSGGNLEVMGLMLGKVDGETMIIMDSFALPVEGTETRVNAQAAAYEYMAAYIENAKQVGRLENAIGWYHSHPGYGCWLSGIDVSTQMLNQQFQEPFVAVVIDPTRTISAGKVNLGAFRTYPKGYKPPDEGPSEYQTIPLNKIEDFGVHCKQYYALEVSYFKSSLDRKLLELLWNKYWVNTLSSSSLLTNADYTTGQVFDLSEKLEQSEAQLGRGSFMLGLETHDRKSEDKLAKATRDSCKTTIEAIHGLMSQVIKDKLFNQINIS
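Assay system: Purified human Csn5 enzyme expressed in HEK293T cells | Amount: Enzyme 0.24 nM | Measured by: Fluorescence polarization readout | Medium: Tris/NaCl/DTT buffer, pH 7.5 | Compound dosing: One concentration, 12.5 µM, 0.25% DMSO | Times: 90 min incubation of compound, enzyme and substrate at room temperature | Control set: no-enzyme wells high, enzyme-with-substrate wells low | Read-out: % inhibition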
STEP block = blocks human striatal-enriched tyrosine phosphatase; P54829; recombinant STEP, OMFP fluorogenic substrate, fluorescence; inhibition, % at 20 µM; 360,000 tested, 0.25% active; AID 588621;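 active = inhibition at 20 µM, scaled per plate between control wells, above about 37%, limit read from the data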;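 note: 0% = DMSO with enzyme and substrate and 100% = substrate only without enzyme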
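medium = Bis-Tris buffer pH 6.0, 2.5 mM DTT, 0.005% Tween 20 | test system = STEP (striatal-enriched tyrosine phosphatase) enzyme, cell-free | measure = normalized % inhibition | compound dosing = 20 µM, 1% DMSO | also added = 25 µM OMFP | schedule = reaction 20 min, ambient temperature | measured by = fluorescence read at 480 nm ex / 540 nm em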
SUMO1 PPI mod = alters human SUMO1 binding to SIM partners; P63165; SUMO1 binding to a labelled peptide, TR-FRET, 1 h; inhibition, % at 20 µM; 360,000 tested, 0.33% active; in the data active = inhibition above about 37%
Target sequence (P63165 whole entry, looked up): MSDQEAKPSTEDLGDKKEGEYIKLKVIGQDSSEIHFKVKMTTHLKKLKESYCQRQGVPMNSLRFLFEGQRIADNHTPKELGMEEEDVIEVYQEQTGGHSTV
Rpn11 block = Rpn11 (human) deubiquitinase inhibition. human 26S proteasome, Ub4-pepOG fluorescence polarization; 20S core pre-blocked with epoxomicin. calls only at 20 µM. 360,000 tested, 0.59% active;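 active = inhibition at 20 µM, scaled to each plate's controls, above about 33%, limit read from the data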
Target sequence (O00487 whole entry, looked up): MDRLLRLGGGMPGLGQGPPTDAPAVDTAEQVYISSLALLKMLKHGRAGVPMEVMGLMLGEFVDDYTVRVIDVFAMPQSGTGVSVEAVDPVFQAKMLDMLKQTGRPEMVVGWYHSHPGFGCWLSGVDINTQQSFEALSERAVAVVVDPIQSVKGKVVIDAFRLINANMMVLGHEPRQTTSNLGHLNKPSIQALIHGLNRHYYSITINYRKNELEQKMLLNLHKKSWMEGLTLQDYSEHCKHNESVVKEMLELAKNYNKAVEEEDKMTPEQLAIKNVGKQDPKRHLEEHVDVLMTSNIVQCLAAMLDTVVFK
TbMetRS inhib = Trypanosoma brucei MetRS inhibition | purified T. brucei MetRS, ATP depletion, Kinase-Glo luminescence | inhibition, % at 11.9 µM | 360,000 tested, 0.4% active;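 active = inhibition above a per-plate cutoff of the control wells' mean inhibition plus 3 SD, cut at about 5.5% in these data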;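 note: 0% = DMSO wells median and 100% = median of wells with control inhibitor compound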
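Dosing: 11.9 µM compound single dose, 0.9% DMSO; Assay system: purified T. brucei MetRS enzyme; Measured by: Kinase-Glo luciferase luminescence reporting remaining unconsumed ATP; Schedule: 15 min plus 2 h at 25 °C.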
* hit, by the source's call; i = inactive; nt = no result given. Outcome played no part in choosing rows; overall some 3.9% were active at least once.

item	compound	MsrA inhibitor	DNMT1 block	Scp1 inh	NadD block	LMPTP inh	CSN deneddyl inh	STEP block	SUMO1 PPI mod	Rpn11 block	TbMetRS inhib
1	Cc1cc(Nc2ccc(C)c(C)c2)n2nc(C)nc2n1	0.0	0	-8	-2	-0.2	-1	-2	5	i	0.0
2	CCCc1nnc(NC(=O)CN2CCN(C)CC2)s1	-0.1	-3	-2	-1	-6.0	-1	-3	1	i	-0.5
3	CCn1c(SCC(=O)c2c(N)n(C3CC3)c(=O)[nH]c2=O)nc2cc(S(N)(=O)=O)ccc21	-0.4	3	-4	2	-2.8	-1	15	-1	i	-0.4
4	CC(C)CNc1ncnc2c1ncn2[C@H]1CN(CCN2CCOCC2)C[C@@H](CO)O1	0.5	-3	nt	4	-0.8	-1	-1	7	i	0.2
5	CC(C)CN(C(=O)Cn1nnc(-c2ccc(Cl)cc2)n1)C1CCS(=O)(=O)C1 (configuration not stated)	-1.4	0	nt	-6	0.5	0	-2	-5	i	-0.3
6	Cc1ccc(C(=O)NCC(=O)OCc2nc3ccsc3c(=O)[nH]2)cc1C	0.2	4	nt	-3	-2.6	4	-2	4	i	-0.2
7	O=C(Nc1ccncc1)Nc1ccc(F)cc1	-0.2	2	-6	3	3.9	4	-1	-2	i	1.7
8	CC(=O)N1CCc2cc(S(=O)(=O)NCCCN3CCN(Cc4ccccc4)CC3)ccc21	2.0	1	-8	-6	-1.7	1	0	1	i	-0.4
9	O=C(CN1C(=O)c2ccccc2S1(=O)=O)NC1CC2CCC1C2 (configuration not stated)	-0.1	2	-12	-2	-0.9	-4	0	2	i	0.0
10	Cc1ccc(-c2nnc(Nc3ccccc3)o2)cc1	-0.8	-1	-9	1	0.2	-2	0	0	i	-0.4

2 records drawn at random from those above:
item	compound	MsrA inhibitor	DNMT1 block	Scp1 inh	NadD block	LMPTP inh	CSN deneddyl inh	STEP block	SUMO1 PPI mod	Rpn11 block	TbMetRS inhib
10	Cc1ccc(-c2nnc(Nc3ccccc3)o2)cc1	-0.8	-1	-9	1	0.2	-2	0	0	i	-0.4
7	O=C(Nc1ccncc1)Nc1ccc(F)cc1	-0.2	2	-6	3	3.9	4	-1	-2	i	1.7

The list continues:
item	compound	MsrA inhibitor	DNMT1 block	Scp1 inh	NadD block	LMPTP inh	CSN deneddyl inh	STEP block	SUMO1 PPI mod	Rpn11 block	TbMetRS inhib
11	CN(C)C(=S)NCc1ccccc1	-1.0	0	-7	-1	-0.2	-4	0	3	i	-0.7
12	COc1ccc(S(=O)(=O)Nc2ccc3c(c2)COC3=O)cc1OC	-0.7	3	-5	12	-0.5	-3	-1	5	i	-0.3
13	Cn1c(Cn2cnc([N+](=O)[O-])n2)nnc1SCC(=O)Nc1ccc(Br)cc1	1.0	2	-7	0	-0.5	4	-2	-15	i	1.0
14	COC(=O)c1c(Cl)c2n3ccccc3c(C)c(-c3ccccc3)c-2c1C(=O)OC	1.6	-7	-2	-5	0.8	0	2	-23	i	-0.7
15	O=C(CN(Cc1cccs1)C(=O)c1csnn1)NC1CCCC1	-0.8	1	-1	-9	-2.2	3	-2	2	i	-0.4
16	CCNc1nc(Oc2ccc(F)cc2)cc(C(F)(F)F)n1	0.5	1	-3	8	1.8	-3	0	-5	i	-0.3
17	CCOc1ccc(NC(=O)C(=O)NCC2CCCN2CC)cc1 (configuration not stated)	0.6	4	-8	-7	3.9	1	-2	-1	i	-0.8
18	COc1ccc(C(C(=O)NC2CCCC2)N(C(=O)Cc2cccs2)C2CC2)cc1OC (configuration not stated)	0.2	0	-6	-3	0.1	1	1	4	i	-0.2
19	CCCc1nc2ccc(NC(=O)c3ccco3)cc2c(=O)n1Cc1ccccc1Cl	-1.0	-8	-4	7	2.6	1	1	-1	i	-0.4
20	C=CCN1C(=O)C(=Cc2ccc3c(c2)CCC3)SC1=S	-0.1	-7	nt	5	-0.6	5	2	-5	i	0.0
21	CCOC(=O)CNC(=O)c1cnc(Nc2ccccc2OC)c2ccccc12	0.6	-1	-13	-7	-1.3	-1	-3	-9	i	-0.5
22	COc1cccc(N(C(=O)c2snc(C(N)=O)c2N)C(C(=O)NCC2CCCO2)c2c[nH]c3ccccc23)c1 (configuration not stated)	0.3	-9	-7	0	-0.6	-2	-2	-13	i	-0.6
23	CCCCNC(=O)c1ccccc1Cl	1.0	2	-1	3	-1.4	-2	-3	2	i	-0.5
24	CC(=O)c1sc2nc(C)cc(C)c2c1N	1.1	6	30	2	-0.1	2	2	-19	i	0.3
25	COC(=O)C(C)(C)c1cccnc1C#N	-0.6	6	10	-2	-1.8	11	8	1	i	0.4
26	COc1cccc(CNC(=O)c2ccc(CS(=O)(=O)Cc3ccccc3C)o2)c1	0.9	5	9	1	0.4	0	3	6	i	0.5
27	CC(=O)N(Cc1ccccc1)Cc1cn(CCC#N)nc1-c1cccc([N+](=O)[O-])c1	0.7	-2	-5	-1	0.1	-10	0	-11	i	-0.1
28	COc1c2ccoc2nc2c(OC)c(OCC(O)C(C)(C)O)ccc12 (configuration not stated)	1.3	3	10	-10	1.1	1	1	-7	i	-0.3
29	Cc1ccc(OCC(=O)c2cc(C)n(Cc3cccs3)c2C)c([N+](=O)[O-])n1	1.9	-4	-10	-2	2.1	2	3	-19	i	-0.1
30	Cc1cc(N2CC(C(=O)NCc3cccs3)CC2=O)ccc1C(C)C (configuration not stated)	-0.9	-2	-7	-6	0.6	-1	0	2	i	-0.6
31	O=C(CSc1nnc2scc(-c3ccccc3)n12)NCC1CCCO1 (configuration not stated)	0.2	0	-3	-6	-1.1	4	4	1	i	0.4
32	CCC/C=C/c1ccc(CN2C(C(C)C)C(=O)N(Cc3cn(CCC4OCCO4)nn3)CCS2(=O)=O)cc1 (configuration not stated)	0.2	6	nt	-3	2.9	0	0	3	i	-1.4
33	O=C(COc1ccc(-c2ccccc2)cc1)NN=C1CCCC1	0.2	1	21	-4	-0.3	2	9	-4	i	0.1
34	O=C(N[C@H]1C/C=C\C[C@@H](CC(=O)N(CCO)Cc2ccccc2)C(=O)N2CCC[C@@H]2COC1=O)OCC1c2ccccc2-c2ccccc21	nt	-6	7	2	6.3	4	8	-1	i	0.6
35	Cc1ccccc1C(=O)Nc1nc2c(C)csc2c(=O)s1	1.3	4	3	-3	2.2	4	8	-5	i	-1.1
36	OCC(Cc1ccccc1)NCc1ccccc1C(F)(F)F (configuration not stated)	-1.0	0	-5	-8	-0.8	-15	-2	6	i	-0.2
37	CCCCCCCCN1C(=O)[C@H](CC(=O)NCc2cccc(C(F)(F)F)c2)C[C@@]2(C(=O)OC)CC(C)(C)CC=C12	-0.3	nt	nt	nt	3.5	1	nt	2	nt	0.1
38	CCCCCCCCN1[C@@H](CC(C)=O)c2cc(C(F)(F)F)ccc2S1(=O)=O	0.5	-4	-8	2	0.1	0	4	2	i	-0.3
39	COc1cc([N+](=O)[O-])c(OC)cc1SCc1n[nH]c(=S)n1-c1ccc(F)cc1	2.0	-2	7	-1	-0.1	2	5	-23	i	-0.3
40	Cc1cc(CNC(=O)CCc2nnc(CCCCc3ccccc3)o2)nn1C	1.9	2	-3	-2	-0.3	3	-2	2	i	-1.0
41	CC(C)N(CCNC(=O)C1CCCN(c2ncnc3c2nc2n3CCCCC2)C1)Cc1ccccc1 (configuration not stated)	-0.3	0	-6	-1	1.9	-1	3	1	i	0.1
42	C[C@@H](NC(=O)c1[nH]cnc1C(=O)Nc1nccs1)c1ccccc1	-1.1	6	2	8	0.8	-4	-2	14	i	-0.1
43	O=S(=O)(NCCc1ccccn1)c1ccc(F)c(F)c1	-1.6	-3	-12	-4	-1.5	2	-3	3	i	-0.1
44	CCOC(=O)C1=C(C)N(C)C(C)=C(C(=O)OCC)C1c1ccccc1	0.0	3	12	-3	1.0	1	-2	0	i	-1.0
45	CC(C)c1nc2ccc(NC(=O)C3CCCCC3)cc2[nH]1	0.3	2	-3	1	-1.4	2	4	3	i	-0.8
46	Cc1ccccc1OCC(=O)N/N=C/c1ccc2c(c1)OCCO2	0.6	0	4	-3	0.7	-3	0	-6	i	-0.3
47	CCOC(=O)c1ccc(C(=O)OCC)c(NC(=S)Nc2ccc([N+](=O)[O-])cc2OC)c1	1.2	-4	-10	2	1.1	-4	-1	-13	i	0.6
48	COc1ccc(Cl)cc1NC(=O)CSc1nc(Nc2ccccc2)nc(N2CCOCC2)n1	-0.8	-3	-2	23	3.7	1	0	1	i	-0.2
49	O=C(OCc1nc2ccccc2s1)c1ccc(Br)o1	-0.8	0	-9	-10	2.0	-2	-2	4	i	-0.7
50	C[C@H](CO)N1C[C@H](C)[C@H](CN(C)C(=O)Nc2ccc(N3CCN(C)CC3)cc2)OCc2cnnn2CCCC1=O	-1.3	-4	nt	5	-1.5	-2	-3	0	i	-0.7
51	CC(=O)N1CCN(C(=O)c2cccc(NS(=O)(=O)c3ccc(Br)cc3)c2)CC1	0.0	4	-5	0	-1.8	-1	0	-1	i	-0.5
52	CCOC(=O)/C(N=Nc1c(C)n(C)n(-c2ccccc2)c1=O)=C(\C)O	3.0	-4	-7	-5	-1.4	6	0	-9	i	0.2

Structural class, those above with two or more sulfur atoms.
item	compound	MsrA inhibitor	DNMT1 block	Scp1 inh	NadD block	LMPTP inh	CSN deneddyl inh	STEP block	SUMO1 PPI mod	Rpn11 block	TbMetRS inhib
3	CCn1c(SCC(=O)c2c(N)n(C3CC3)c(=O)[nH]c2=O)nc2cc(S(N)(=O)=O)ccc21	-0.4	3	-4	2	-2.8	-1	15	-1	i	-0.4
15	O=C(CN(Cc1cccs1)C(=O)c1csnn1)NC1CCCC1	-0.8	1	-1	-9	-2.2	3	-2	2	i	-0.4
20	C=CCN1C(=O)C(=Cc2ccc3c(c2)CCC3)SC1=S	-0.1	-7	nt	5	-0.6	5	2	-5	i	0.0
31	O=C(CSc1nnc2scc(-c3ccccc3)n12)NCC1CCCO1 (configuration not stated)	0.2	0	-3	-6	-1.1	4	4	1	i	0.4
35	Cc1ccccc1C(=O)Nc1nc2c(C)csc2c(=O)s1	1.3	4	3	-3	2.2	4	8	-5	i	-1.1
39	COc1cc([N+](=O)[O-])c(OC)cc1SCc1n[nH]c(=S)n1-c1ccc(F)cc1	2.0	-2	7	-1	-0.1	2	5	-23	i	-0.3
